NCI-60 one-dose screen, 48 h, at 10 µM unless noted. Numbers give growth in % (100 = growth as untreated, 0 = no growth, -100 = all killed).
UACC-257 = UACC-257 melanoma | 78,000 compounds, 4.4% hits
SK-MEL-2 = SK-MEL-2 melanoma; 77,000 compounds, 4.7% hits
SK-MEL-5 = SK-MEL-5 melanoma | 80,000 compounds, 6.4% hits
A549/ATCC = A549/ATCC NSCLC; AID 1794740; 81,000 compounds, 3.7% hits
UACC-62 = UACC-62 melanoma. 81,000 compounds, 5.4% hits. AID 1794756
MALME-3M = MALME-3M melanoma; 78,000 compounds, 5.8% hits; AID 1794766
EKVX = EKVX NSCLC; 71,000 compounds, 3% hits
M14 = M14 melanoma. 80,000 compounds, 6.2% hits
Numbers without * were called inactive; . = no result given; & = joins results of further samples; [ ] = remark or other dose. How the source made its calls: active means growth percent below 10; inactive means the rest.

SMILES	UACC-257	SK-MEL-2	SK-MEL-5	A549/ATCC	UACC-62	MALME-3M	EKVX	M14
O=C(O)c1cccnc1Br	105.7	99.6	109.0	100.8	96.0	108.7	106.8	99.7
O=C1/C(=C/C=C/c2ccco2)SC(=S)N1CC(=S)C1C=CS(=O)(=O)C1 (stereo unspecified)	92.3	88.1	86.8	47.7	74.4	83.3	94.0	98.9
COc1cc(Cn2c(SC)nc3ccccc3c2=S)cc(OC)c1OC	89.7	90.5	95.8	100.3	92.1	98.8	.	98.1
Cn1cc(-c2nc(N)nnc2-c2c[nH]c3ccc(Br)cc23)c2cccnc21	81.3	30.5	26.3	56.7	53.9	57.0	67.4	33.9
Clc1ccc(N=Nc2ccccc2)cc1	98.5	112.6	.	91.4	103.3	107.1	100.4	108.6
CSc1cccc([N+](=O)[O-])c1	103.3	105.7	99.8	100.5	98.0	102.8	102.9	102.5
N#C/C(=C\c1ccccc1)C(=O)Nc1cc(-c2ccccc2)nn1-c1ccccc1	100.8	101.2	98.1	108.2	81.8	92.6	89.2	97.7
c1ccc(-c2cn(-c3ccccc3)c(-c3ccccc3)n2)cc1	-45.3*	81.7	107.8	48.0	76.9	95.0	89.1	.
COc1ccc(CNC(=O)Cn2c(-c3cncs3)nc3ccccc32)cc1	101.7	99.3	98.3	97.4	105.3	110.3	.	108.4
O=C(c1cccc(C(=O)c2ccc3c4c(cccc24)C(=O)N(c2ccccc2)C3=O)c1)c1ccc2c3c(cccc13)C(=O)N(c1ccccc1)C2=O	92.0	110.8	84.4	103.3	84.7	101.1	104.1	99.2
Cc1c2cccnc2c(C)c2c1c1cc(O)ccc1n2C	120.5	99.7	51.4	46.0	82.5	78.1	83.9	66.8
Nc1nc2c(C(=O)Nc3ccc(Cl)cc3)c(Nc3ccccc3)nn2c(Nc2ccccc2)c1-c1nc2ccccc2s1	57.3	.	44.4	75.7	64.3	73.3	67.2	84.9
COc1ccc(-c2c(C)nc(N)nc2-c2ccc(OC)cc2O)cc1	105.4	95.7	103.2	103.0	101.7	103.9	.	103.0
O=[N+]([O-])c1cccc(-c2nc(N3CCOCC3)c3c4c(sc3n2)CCCC4)c1	104.2	94.0	96.2	90.4	93.4	91.5	102.2	103.8
CCc1c(C)c2ccc(OC(=O)c3ccccc3)c(C(=O)/C=C/c3cc(OC)c(OC)c(OC)c3)c2oc1=O	84.2	96.7	118.1	75.7	104.0	98.9	101.5	97.2
C#Cc1cccc(NC(=O)C2CCN(C(=O)C=C)CC2)c1	94.0[8.25 µM]	103.3[8.25 µM]	102.1[8.25 µM]	95.4[8.25 µM]	99.1[8.25 µM]	103.1[8.25 µM]	100.0[8.25 µM]	106.1[8.25 µM]
CC12CCCC(=O)N1c1ccccc1-c1nc(-c3ccc(F)cc3)nn12 (stereo unspecified)	101.9	106.9	92.3	94.1	72.2	91.2	73.4	98.0
COc1ccc2[nH]cc(-c3nonc3-c3c[nH]c4ccc(F)cc34)c2c1	74.5	85.0	75.0	61.9	59.0	68.2	50.5	46.7
OC(c1cccc(C(F)(F)F)c1)c1cnc(C(F)(F)F)cc1NC1CCCCCC1 (stereo unspecified)	73.6	77.5	86.2	65.0	43.1	74.4	87.8	87.6
CN1CCN(CCOc2nc(Oc3ccccc3C(=O)O)cc(-c3ccco3)n2)CC1	103.8	102.9	119.0	99.9	98.3	97.9	96.7	94.5

Random excerpt: 2 compounds from above, in no set order.
SMILES	UACC-257	SK-MEL-2	SK-MEL-5	A549/ATCC	UACC-62	MALME-3M	EKVX	M14
COc1ccc(-c2c(C)nc(N)nc2-c2ccc(OC)cc2O)cc1	105.4	95.7	103.2	103.0	101.7	103.9	.	103.0
COc1cc(Cn2c(SC)nc3ccccc3c2=S)cc(OC)c1OC	89.7	90.5	95.8	100.3	92.1	98.8	.	98.1

Some values from the entries so far.
N#C/C(=C\c1ccccc1)C(=O)Nc1cc(-c2ccccc2)nn1-c1ccccc1 in UACC-257 has 100.8
COc1cc(Cn2c(SC)nc3ccccc3c2=S)cc(OC)c1OC in SK-MEL-5 has 95.8

The main list resumes, starting four compounds before the break.
SMILES	UACC-257	SK-MEL-2	SK-MEL-5	A549/ATCC	UACC-62	MALME-3M	EKVX	M14
CC12CCCC(=O)N1c1ccccc1-c1nc(-c3ccc(F)cc3)nn12 (stereo unspecified)	101.9	106.9	92.3	94.1	72.2	91.2	73.4	98.0
COc1ccc2[nH]cc(-c3nonc3-c3c[nH]c4ccc(F)cc34)c2c1	74.5	85.0	75.0	61.9	59.0	68.2	50.5	46.7
OC(c1cccc(C(F)(F)F)c1)c1cnc(C(F)(F)F)cc1NC1CCCCCC1 (stereo unspecified)	73.6	77.5	86.2	65.0	43.1	74.4	87.8	87.6
CN1CCN(CCOc2nc(Oc3ccccc3C(=O)O)cc(-c3ccco3)n2)CC1	103.8	102.9	119.0	99.9	98.3	97.9	96.7	94.5
O=C1NN(C(=O)c2ccc([N+](=O)[O-])cc2)C(c2ccccc2)=N/C1=C/c1ccoc1	91.1	103.9	108.9	93.1	92.8	106.9	99.9	101.6
O=[N+]([O-])c1ccc(Oc2nc(Nc3ccc(O[C@H]4CO[C@H]5[C@@H]4OC[C@@H]5O)c(Cl)c3)ncc2F)c(Cl)c1	43.9	21.7	-90.9*	40.0	-8.6*	18.6	43.8	23.9
CCCCCC[C@@H](O)C/C=C\CCCCCCCC(=O)OCCOC	100.3	97.6	96.2	94.3	90.6	.	79.1	.
O=C1NC(=NC23CC4CC(CC(C4)C2)C3)N/C1=C\c1ccc2ncccc2n1	-4.2*	-94.8*	-68.3*	2.7*	-64.4*	-41.3*	-22.0*	14.5
Cc1cccc(OC(=O)Oc2cccc(C)c2)c1	91.3	.	105.5	99.9	97.8	131.3	107.3	105.9
Cc1cccc(/C=N/n2c(-c3ccc(Cl)cc3)nc3c(Br)cc(Br)cc3c2=O)c1	76.3	72.5	38.5	31.4	35.5	70.0	52.3	60.4
CCN(C(=O)CCl)C(C)(C)C(SSSC(c1ccc(Cl)cc1)C(C)(C)N(CC)C(=O)CCl)c1ccc(Cl)cc1 (stereo unspecified)	.	78.5	73.5	.	-2.5*	28.9	.	-15.9*
O=C1CC2(CCOCC2)Oc2ccccc21	106.8	116.4	107.0	106.3	98.6	105.9	102.1	117.0
CCOC(=O)C1=C(C)N=C2Sc3cccc(Cl)c3N2C1c1ccccn1 (stereo unspecified)	.	96.4	101.9	70.5	87.7	102.6	84.4	101.7
Cc1cccc(C)c1Nc1nnc(-c2cc(F)c(F)c(F)c2)o1	96.7	99.5	93.0	96.1	82.5	77.0	90.5	95.5
Cc1nc2cnc(N)c(C#Cc3cncc(C(=O)Nc4ccc(CN5CCN(C)CC5)c(C(F)(F)F)c4)c3)c2nc1C	-25.8*	-33.9*	26.6	2.2*	-19.7*	-40.5*	7.9*	-55.6*
COc1cc(-c2cc(=O)c3c(O)cc(O)cc3o2)cc(OC)c1OC	80.8	80.4	76.7	72.1	50.0	101.6	94.0	75.0
O=C(Nc1nccs1)C(F)(F)F	.	127.6	97.9	97.3	99.4	125.8	.	110.4
CCCOC(=O)c1ccc2c(c1)[N+](=O)C(C(=O)c1ccccc1)=C(C)[N+]2=O	72.3	120.3	.	89.8	86.7	84.9	.	95.9
CC(=O)OC1COC(c2ccccc2)OC1C1OC(c2ccccc2)OCC1OC(C)=O (stereo unspecified)	101.7	.	96.3	105.0	109.4	.	.	103.8
COc1ccccc1Nc1nc(SC)nc(-c2cccc(N)c2)c1C#N	105.6	106.7	94.4	93.2	88.2	63.3	71.4	99.0
CONc1ccn(C2OC(CO)C(O)C2O)c(=O)n1 (stereo unspecified)	106.6	140.4	93.9	89.5	91.4	71.3	80.5	94.2
C[N+](C)(C)CCO	102.3&99.1&103.2	107.4&110.0&108.5	103.3&96.3	94.6&100.4&101.8	95.7&100.9&108.4	101.4&113.2&99.2	99.6&108.0	106.6&101.0&110.7
O=C(CCn1cnc2c(cc(-c3ccccc3)n2-c2ccncc2)c1=O)Nc1ccc(F)cc1	109.1	123.9	108.4	108.3	105.8	117.0	94.1	103.1
Clc1ccccc1Nc1n[nH]c(-c2ccccc2)n1	87.0	103.8	90.3	94.9	74.1	88.0	64.1	89.4

Profiles, quoted from the list:
Entry for `O=C(Nc1nccs1)C(F)(F)F` : UACC-257: .; SK-MEL-2: 127.6; SK-MEL-5: 97.9; A549/ATCC: 97.3; UACC-62: 99.4; MALME-3M: 125.8; EKVX: .; M14: 110.4
Entry for `Cc1cccc(OC(=O)Oc2cccc(C)c2)c1` : UACC-257: 91.3; SK-MEL-2: .; SK-MEL-5: 105.5; A549/ATCC: 99.9; UACC-62: 97.8; MALME-3M: 131.3; EKVX: 107.3; M14: 105.9

Other results:
SMILES	UACC-257	SK-MEL-2	SK-MEL-5	A549/ATCC	UACC-62	MALME-3M	EKVX	M14
O=c1c2cc(F)ccc2sc2c(OCCO)nc3ccccc3c12	119.1	109.7	98.8	94.2	83.4	117.1	81.4	122.5
O=C1C(=O)c2ccccc2C2=C1C(c1ccc(Cl)cc1)c1c(n[nH]c1-c1ccc(Cl)cc1)N2 (stereo unspecified)	70.8	116.6	87.5	72.7	89.5	96.6	73.8	103.5
COC(=O)c1c(-c2ccc(C(F)(F)F)cc2)nn(-c2cccc(Cl)c2)c1C(=O)OC	.	72.0	94.7	75.6	70.7	92.0	76.9	82.4
O=C(Cn1nnnc1C(=O)c1ccccc1)c1ccc(Br)cc1	98.4	103.6	99.9	104.2	93.7	102.0	95.6	101.4
Cc1ccc(/C=C/c2ccccn2)cc1	111.9	127.5	106.8	101.4	107.8	102.4	93.2	109.0
O=S(=O)(O)CC(O)CN(CCO)CCO (stereo unspecified)	91.4	.	103.5	90.0	103.9	114.6	105.9	105.0
COc1ccc(-c2nn(-c3ccc(S(C)(=O)=O)cc3)cc2/C=C/C(=O)c2ccc(NC(=O)CO[N+](=O)[O-])cc2)cc1	101.8	108.4	98.8	105.8	97.6	101.6	97.1	103.2
O=C(O)c1ccccc1C(=O)c1ccc(O)cc1O	90.6&99.1	107.1&98.2	105.3&98.4	82.7&100.4	97.1&100.0	100.3&103.5	96.0&98.0	97.3&103.7
NNC(=O)CNC(=O)Cn1c(=O)[nH]c2ccccc2c1=O	96.6	101.6	100.6	103.2	89.6	92.3	97.5	96.4
CC1CCNCC1	98.9	107.2	103.5	103.8	101.4	101.6	104.2	106.3
O=C(O)c1ccc(Br)nc1	88.3	96.1	102.3	89.6	95.8	94.2	95.6	100.8
CN(C)/C=C1\SC(=Nc2ccc(Cl)cc2)NC1=O	100.8	103.7	97.0	100.2	95.2	102.8	95.6	108.7
Cc1nnc(/N=C2\NC(=O)/C(=C/c3ccc(O)cc3)S2)s1	98.5	102.9	95.8	89.6	100.9	75.0	81.0	86.0
COc1cc(/C=N/Nc2ccccc2Cl)cc(OC)c1OC	118.7	103.8	96.5	82.4	78.7	112.7	82.7	91.9
CCCc1nc(NC(=O)c2ccccc2)nc(NC(=O)c2ccccc2)n1	101.6	.	98.0	95.0	91.6	104.3	104.2	113.0
COc1cc(-c2ccc3c(c2)NC(=O)/C3=C\c2ccc[nH]2)ccc1O	39.3	31.4	-27.5*	20.7	32.2	66.4	35.6	34.1
CCCCN(CCCC)CCNc1ccc(C)c2sc3ccc([N+](=O)[O-])cc3c(=O)c12	83.9	88.8	87.7	80.0	88.7	97.3	90.3	89.2
CC(=O)[C@H]1CC[C@H]2[C@@H]3CC[C@H]4CC=CC[C@]4(C)[C@H]3CC[C@]12C	75.6	79.9	98.8	84.0	79.9	84.0	.	90.3
C=CCc1c2occc2c(O)c2c(=O)cc(-c3ccc(Cl)cc3)oc12	91.4	100.2	91.9	70.8	89.6	78.0	85.0	96.6
O=C1Nc2c3c(nn2N=Nc2ccccc21)CCCC3	121.9	141.9	93.9	108.8	94.3	93.4	101.9	118.1
Cc1ccc(-c2nc(SCC(=O)c3ccc(-c4ccccc4)cc3)[nH]c(=O)c2C#N)cc1	95.3	99.1	97.4	96.9	92.9	97.3	98.0	93.8

High-throughput results deposited in PubChem BioAssay by NCI.
